GLA spleen mod = qHTS Assay for Inhibitors and Activators of Human alpha-Galactosidase From Spleen Homogenate | 240,000 compounds, 0.008% hits | Potency, µM (top dose mostly 80 µM), without a hit: at the highest dose activity change, negative = inhibition, actives largely listed as inhibitors | Alpha-galactosidase A (Homo sapiens), P06280 | human spleen homogenate, 4MU-alpha-Gal fluorescence, 40 min;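 also: potency is read from the fitted curve at half-maximal effect; 0% = enzyme with vehicle and -100% = no enzyme basal signal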
Target sequence (P06280 32-429 limits assumed): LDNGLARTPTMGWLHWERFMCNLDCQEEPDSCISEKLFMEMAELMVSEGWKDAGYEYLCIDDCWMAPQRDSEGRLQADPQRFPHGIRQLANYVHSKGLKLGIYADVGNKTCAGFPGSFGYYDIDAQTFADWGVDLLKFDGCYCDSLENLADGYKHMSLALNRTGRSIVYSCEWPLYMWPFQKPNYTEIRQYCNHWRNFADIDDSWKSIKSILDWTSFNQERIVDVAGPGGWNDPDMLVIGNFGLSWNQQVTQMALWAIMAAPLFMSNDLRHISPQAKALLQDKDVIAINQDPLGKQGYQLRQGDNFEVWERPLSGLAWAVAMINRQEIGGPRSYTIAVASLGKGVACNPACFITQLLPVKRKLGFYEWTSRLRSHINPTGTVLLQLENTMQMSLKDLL
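qHTS titration in buffer at pH 5.0. Alpha-galactosidase activity in spleen homogenate was measured via 4-methylumbelliferone release from 1 mM fluorogenic substrate after 40 min at 37C and a pH 10 stop. AC50 came from Hill fits of control-normalized data.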
TR SRC2 fluor cs = Total Fluorescence Counterscreen for Inhibitors of the Interaction of Thyroid Hormone Receptor and Steroid Receptor Coregulator 2. TRb/SRC2 Texas Red total fluorescence interference. 280,000 compounds, 0.29% hits. Potency, µM (series often up to 106 µM), inactives show top-dose fluorescence change, negative = quenching; active = well fitted curve in either direction with a large enough effect; inconclusive = small, poorly fitted or top-dose-only effect; also: potency is read from the fitted curve at half-maximal effect; % is scaled to controls: 0 for no effect and ±100 for the full control effect
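Flags fluorescent or light-absorbing compounds by total fluorescence, S + 2P, at 555 nm excitation and 632 nm emission. Mixture: 20 nM Texas Red SRC2 peptide, 0.6 uM human TRb LBD, 1 uM T3, 5% DMSO; compound exposure 5 h at ambient temperature.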
CBFb RUNX1 block = qHTS Assay for Compounds Blocking the Interaction Between CBF-beta and RUNX1 for the Treatment of Acute Myeloid Leukemia; Potency, µM (doses to about 59.8 µM), for inactives: at the top dose activity, negative = inhibition, actives largely listed as inhibitors; AlphaScreen CBFb-His/RUNX1-biotin binding, biochemical; 230,000 tested, under 10 active; also: % of control where 0% means no effect
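AlphaScreen proximity signal reports loss of binding between His-tagged CBF-beta and biotin-labelled RUNX1, each at 30 nM. Proteins are pre-associated for 20 minutes, compounds added for 15 minutes, then beads for 90 minutes, all at ambient temperature.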
Tau fibril FP = qHTS for Inhibitors of Tau Fibril Formation, Fluorescence Polarization | 280,000 compounds, 0.39% hits | Microtubule-associated protein tau (Homo sapiens), P10636 | K18 P301L tau heparin fibrillization, Alexa594 FP, 6 h | Potency, µM (top dose mostly 57.7 µM), for inactives: top-dose activity, negative = inhibition, hits mostly inhibitors; also: potency is read from the fitted curve at half-maximal effect; % is scaled to controls: 0 for no effect and ±100 for the full control effect; nearly all actives have a fitted effect of over 55% in size
Target sequence (P10636 561-689 P618L limits assumed): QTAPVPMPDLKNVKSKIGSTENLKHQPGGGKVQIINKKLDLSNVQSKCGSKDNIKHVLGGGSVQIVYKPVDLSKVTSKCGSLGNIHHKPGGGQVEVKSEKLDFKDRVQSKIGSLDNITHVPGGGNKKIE
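Heparin (20 uM) drove fibril formation of recombinant tau K18 P301L, 15 uM unlabeled with 0.24 uM Alexa 594 label, for 6 hr at 37 C in 100 mM sodium acetate pH 7. Fluorescence polarization (555/632 nm) read 1 hr after 30 uM ThT.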
TRb SRC2 PPI = qHTS for Inhibitors of the Interaction of Thyroid Hormone Receptor and Steroid Receptor Coregulator 2; Thyroid hormone receptor beta (Homo sapiens), P10828; TRbeta-SRC2 peptide binding, fluorescence polarization; receptor liganded with 1 µM T3; Potency, µM (series often up to 106 µM), for inactives: at the highest dose activity change, negative = inhibition, usual class: inhibitors; 280,000 compounds, 0.065% hits; AID 1469, 2008;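 also: potency is read from the fitted curve at half-maximal effect; plate controls were bound peptide for no effect and peptide without receptor for full effect; nearly all actives have a fitted effect of over 50% in size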
Target sequence (P10828 whole entry, looked up): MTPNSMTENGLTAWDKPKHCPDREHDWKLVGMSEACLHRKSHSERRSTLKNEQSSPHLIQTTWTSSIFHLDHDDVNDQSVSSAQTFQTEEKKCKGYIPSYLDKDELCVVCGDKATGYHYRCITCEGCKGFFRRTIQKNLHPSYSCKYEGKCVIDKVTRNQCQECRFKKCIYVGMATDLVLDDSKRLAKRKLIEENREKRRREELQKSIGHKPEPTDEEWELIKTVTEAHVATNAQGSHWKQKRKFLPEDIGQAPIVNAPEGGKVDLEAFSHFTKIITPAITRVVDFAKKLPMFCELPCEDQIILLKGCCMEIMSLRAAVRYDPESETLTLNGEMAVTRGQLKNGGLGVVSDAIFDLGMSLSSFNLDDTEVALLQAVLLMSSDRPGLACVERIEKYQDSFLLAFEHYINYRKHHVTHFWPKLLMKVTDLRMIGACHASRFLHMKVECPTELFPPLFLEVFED
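Read-out is fluorescence polarization (555 nm excitation, 632 nm emission) of a Texas Red SRC2 coactivator peptide; loss of signal reflects blocked binding to human TRb ligand-binding domain in the presence of 1 uM T3.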
Epigenetic derep = Quantitative High-Throughput Screen for Regulators of Epigenetic Control; murine LDR cells, GFP reporter derepression, 30 h; Potency, µM (series often up to 53.9 µM), for the others: at the highest dose GFP activation, usual class: activators; 280,000 compounds, 0.2% hits; AID 1865, 2009; also: potency is read from the fitted curve at half-maximal effect; % of control where 0% means no effect; nearly all actives have a fitted effect of over 60% in size
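GFP-positive cell count by laser-scanning cytometry (objects 20–120 um) after 30 h, 37 C compound exposure of murine LDR cells; reporter is CMV-GFP integrated at a silenced locus, inducible by HDAC or DNMT inhibitors.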
NPSR antagonist = qHTS Assay for Antagonists of the Neuropeptide S Receptor: cAMP Signal Transduction; Q6W5P4; CHO-NPSR cells, cAMP TR-FRET, antagonist mode; Potency, µM (highest dose often 38.3 µM), for inactives: at the highest dose activity change, negative = inhibition, usual class: inhibitors; 220,000 compounds, 1% hits; AID 1461, 2008; also: potency is read from the fitted curve at half-maximal effect; % is scaled to controls: 0 for no effect and ±100 for the full control effect; nearly all actives have a fitted effect of over 50% in size; many of its hits are not listed in these tables
Tau fluor counter = Counterscreen qHTS for Inhibitors of Tau Fibril Formation, Fluorescence Polarization. tau K18 P301L Alexa594 fluorescence, heparin fibrillization. Potency, µM (series often up to 57.7 µM), inactives show top-dose activity change, negative = decrease. 280,000 compounds, 0.93% hits. AID 1463, 2008; also: potency is read from the fitted curve at half-maximal effect; % is scaled to controls: 0 for no effect and ±100 for the full control effect; nearly all actives have a fitted effect of over 55% in size
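Human tau K18 P301L (15 uM unlabeled, 0.24 uM Alexa 594-labeled) in 100 mM sodium acetate pH 7 with 20 uM heparin, 6 hr at 37 C. ThT 30 uM added, 1 hr ambient; Alexa 594 FP and total fluorescence read at 555/632 nm.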
The depositor's hits bear a star; ? = inconclusive; / = no result given; & = joins results of further samples; [ ] = remark or other dose. Unless noted, calls follow the shape of the dose curve; as a rule, active = well fitted curve in the direction sought with a large enough effect; inconclusive = small, poorly fitted or top-dose-only effect, or another doubt; inactive = no such curve, though single readings can be large; an effect the other way counts as inactive or inconclusive.

Structure	GLA spleen mod	TR SRC2 fluor cs	CBFb RUNX1 block	Tau fibril FP	TRb SRC2 PPI	Epigenetic derep	NPSR antagonist	Tau fluor counter
CCCCN1C(=O)/C(=C/C=C2\SCCN2C)SC1=S	-2.2%	-4.7%	/	?	5.3%	17.8µM*	-45.1%	?
Cn1cc(CN2CCC(C(=O)N3CCCC3)CC2)c(-c2ccccc2F)n1	0.1%	-1.4%	-6.1%	5.4%	-4.5%	1.1%	-2.2%	-7.2%
Cc1cc(C)cc(SCc2noc(C(=O)NCC3CCCO3)c2C(=O)O)c1 (stereo not given)	7.0%	-5.3%	-0.1%	-3.5%	-11.0%	0.8%	0.5%[46.1 µM]	3.9%
NC(=O)COc1c(-c2ccco2)oc2ccccc2c1=O	16.0%	-3.4%	-4.1%	8.5%	5.6%	-3.5%	5.2%	6.9%
CC(C)OCCCn1c(=O)c2ccccc2n2c(-c3ccc(F)cc3)nnc12	/	-2.8%	/	2.1%	-2.2%	-1.5%	/	-14.0%
CCOc1ccc2[nH]c3c(N4CCC5(CC4)OCCO5)ncnc3c2c1	14.9%	-4.4%	1.1%	0.9%	3.7%	1.6%	43.5%	-20.2%
O=C(O)c1ccc(-n2nnnc2SCc2ccccc2)cc1	-2.4%	-7.1%	18.2%	10.9%	-2.2%	1.4%	0.4%[46.1 µM]	0.1%
CNC(=O)c1csc(-c2ccncc2)n1	-3.3%	-2.4%	-4.8%	0.7%	-18.7%	-0.9%	-13.8%[46.1 µM]	-3.5%
COc1ccc(COC(=O)NNC(=O)c2ccc(OC)cc2)cc1	-0.3%	1.1%	9.9%	4.2%	-2.0%	2.4%	-7.2%[46.1 µM]	1.2%
CC(C)CCN(CCC(C)C)C(=O)Cc1c(O)c2ccccc2[nH]c1=O	-2.8%	1.2%	3.8%	-9.5%	6.2%	0.1%	-17.6%	-16.5%
COc1ccc(C2NC(=O)C(C#N)=C(S)N2c2ccc(C)cc2)cc1OC (stereo not given)	10.1%	-11.2%	16.7%	?	-0.5%	?	-10.2%	-18.7%
C=CCc1ccccc1OCC(O)CNC(C)C (stereo not given)	-2.0%&7.0%&-2.0%&-10.4%&-1.3%	0.0%&0.6%&-19.0%&0.5%&0.5%	9.2%&13.4%&16.7%&17.0%	-7.2%&-1.3%&-0.4%&-8.8%	1.7%&1.6%&4.7%&-9.7%&-3.7%	2.9%&-2.3%&3.2%&-1.0%	17.0%	-6.4%&-1.3%&0.9%&-12.0%
CCSC1=C(C#N)C(c2ccc(OC)c(OC)c2)CC(=O)N1 (stereo not given)	3.2%	-3.0%	2.9%	-1.2%	-2.2%	0.1%	-5.6%[46.1 µM]	-6.1%
C=CC[C@@H]1C=C[C@H](O/N=C/c2ccc(C(=O)N3[C@H](c4ccc(C)cc4)[C@@H](C)CC[C@H]3C(=O)OC)cc2)[C@@H](CO)O1	17.2%	-3.6%	-1.2%[2.36 µM]	-1.5%	-1.6%	3.8%	-46.5%	-19.5%
CCCCN(CCCC)Cc1cc2ccccc2c2c1COC2	3.7%	-3.1%	3.3%	-5.2%	0.3%	3.1%	-14.1%[46.1 µM]	-2.0%
CCCCCCOc1ccc(-c2ccc(C#N)cn2)cc1	18.1%	-5.5%	14.8%	-9.8%	3.8%	1.2%	-2.1%[46.1 µM]	-22.2%
Cc1cc(C)cc(NS(=O)(=O)c2ccc3[nH]cc(C(=O)N4CCCC4)c(=O)c3c2)c1	/	-1.7%	/	-6.1%	-9.4%	-0.7%	/	-11.5%
COc1ccc(N2CCN(CCOc3ccc4c(C)cc(=O)oc4c3)CC2)cc1	4.1%	-2.3%	8.5%	13.7%	2.8%	-1.0%	-6.5%	-2.9%
Cc1cccc(OCc2ccc(-c3nc(C#N)c(N4CCN(c5ccccc5)CC4)o3)o2)c1	/	6310µM*[quencher]	/	-7.5%	-21.1%	-4.1%	/	-21.2%
Cc1cc2nc(SCC(=O)Nc3ccccc3C(=O)O)[nH]c2cc1C	0.8%	-2.8%	3.5%	-2.1%	0.8%	1.1%	-2.9%	-12.4%

Continued, starting with the last 2 of the part before.
Structure	GLA spleen mod	TR SRC2 fluor cs	CBFb RUNX1 block	Tau fibril FP	TRb SRC2 PPI	Epigenetic derep	NPSR antagonist	Tau fluor counter
Cc1cccc(OCc2ccc(-c3nc(C#N)c(N4CCN(c5ccccc5)CC4)o3)o2)c1	/	6310µM*[quencher]	/	-7.5%	-21.1%	-4.1%	/	-21.2%
Cc1cc2nc(SCC(=O)Nc3ccccc3C(=O)O)[nH]c2cc1C	0.8%	-2.8%	3.5%	-2.1%	0.8%	1.1%	-2.9%	-12.4%
O=C(Nc1ccc(C(F)(F)F)cc1)c1cc(S(=O)(=O)NC2CCCCCC2)ccc1F	/	-2.4%	/	?	1.9%	?	/	-28.3%
COc1ccccc1N1CCN(C(=O)c2ccc3[nH]c4c(c3c2)CCCC4)CC1	-1.0%	-2.6%	-5.1%	?	0.7%	4.1%	-26.6%	?
O=C1CSC2(N1)C1CC3CC(C1)CC2C3 (stereo not given)	14.9%	-6.4%	7.8%	-12.4%	-4.4%	-1.1%	5.6%	-2.6%
CCOC(=O)Cc1cnc(N)s1	-3.0%	-3.3%	11.8%	7.0%	7.6%	2.3%	23.1%	3.2%
O=C(N/N=C/c1ccncc1)NC12CC3CC(CC(C3)C1)C2	-0.1%	3.0%	5.6%	-1.6%	0.2%	-2.2%	-16.5%	-19.8%
Cc1ccc(-c2ccc(=O)n(CCC(=O)NCCN3CCCCC3C)n2)cc1 (stereo not given)	0.1%	0.2%	6.0%	0.3%	-7.6%	-1.1%	-9.9%[46.1 µM]	-2.4%
CC(=O)NS(=O)(=O)c1ccc(Nc2ccc([N+](=O)[O-])c3nonc23)cc1	-11.2%	-3.4%	-9.8%	-6.9%	1.0%	-1.1%	-4.5%	-4.1%
CC(=O)OCCCN1c2ccccc2Nc2nnc(-c3ccccc3)cc21	-10.9%	0.3%	-6.1%	-7.1%	4.8%	-1.2%	-23.9%[46.1 µM]	-22.3%
C#CCOCCOCCOCCNc1nc(N2CCN(C(=O)C([C@@H](C)CC)n3cc(C(N)Cc4ccc(O)cc4)nn3)CC2)nc(N2CCN(C(=O)[C@H](CCC(=O)O)n3cc(C(N)CO)nn3)CC2)n1 (stereo not given in full)	-6.8%	-2.6%	0.1%	8.3%	-10.9%	-1.5%	-19.3%	7.1%
Cc1ccc(S(=O)(=O)N2CCCC(C(=O)Nc3cccnc3)C2)cc1 (stereo not given)	-0.5%	-0.2%	-1.2%	2.5%	-14.5%	-4.1%	-3.9%[46.1 µM]	-3.2%
CCc1ccc(NC(=O)CSC2=C(C#N)C(c3ccco3)C3=C(CCCC3=O)N2)cc1 (stereo not given)	1.3%	-1.7%	-5.9%	-10.4%	-3.2%	-1.6%	?	?
Cc1ccc(NC(=S)NCc2ccc3c(c2)OCO3)cc1	2.8%	1.8%	-2.5%	1.7%	-20.2%	0.0%	8.7%	-14.4%
CC(=O)N1C(C(=O)O)CSC1c1cccc(C)c1 (stereo not given)	-1.8%	-1.0%	6.2%	-6.9%	0.4%	-1.4%	-4.7%[46.1 µM]	-6.2%
Cc1cccc(OCC(=O)Nc2c(C(=O)N3CCN(c4ccccc4F)CC3)oc3ccccc23)c1	/	-1.0%	/	-1.4%	-5.9%	-3.0%	/	-9.1%
COc1ccc2c(c1)-c1nc(NC(=O)c3ccccc3F)sc1CC2	/	?	/	?	-3.6%	5.8%	/	?
O=C(NC(=O)c1cccc(F)c1)Nc1ccc(-c2cc(C(F)(F)F)nn2-c2ccccc2)cc1	/	?	/	-8.6%	-8.1%	-1.3%	/	-1.2%
NS(=O)(=O)c1ccc(CNC(=S)NC2CC2)cc1	-2.8%	-3.4%	7.9%	-6.2%	-6.2%	-5.2%	-0.7%	-3.4%
OCC1(Cc2cccc(Cl)c2)CCCN(Cc2cn[nH]c2C2CCCCC2)C1 (stereo not given)	-1.2%	-2.7%	-10.2%	2.6%	-1.9%	4.1%	38.2%	-5.0%
COCCn1c(=N)c(C(=O)NC2CCCC2)cc2c(=O)n3cc(C)ccc3nc21	/	-2.0%	/	-1.9%	2.4%	16.6%	/	4.0%
CC(=O)c1ccc(N2CCN(C(=O)C3CCN(S(=O)(=O)c4cn(C)cn4)CC3)CC2)cc1	/	-1.8%	/	-5.1%	9.4%	-0.1%	/	-2.5%
COc1ccccc1C(=O)Nc1ccc(Br)cc1C	-4.2%	-0.3%	16.8%	-12.0%	-10.0%	3.8%	36.3%	-21.4%
COc1cc(C(=O)OC2CSCC2NC(=O)c2ccccc2)cc(OC)c1OC (stereo not given)	-5.2%	-5.7%	6.6%	5.7%	-5.1%	-1.1%	27.2%	-12.8%
CC(=O)n1cc([C@H]2C=C(C(=O)N3CCOCC3)O[C@@H](OCc3ccc(CO)cc3)C2)c2ccccc21	-13.5%	-3.0%	-9.5%	-2.1%	-2.4%	1.0%	12.7%	-16.9%
Cc1ccc(N/C=C(\[N+](=O)[O-])S(=O)(=O)c2ccccc2)cc1	-1.8%	1.8%	-18.5%	0.0%	-3.6%	3.9%	-12.4%	9.8%
Cc1nnsc1NC(=O)OCC(C)(C)C	8.3%	-1.3%	4.6%	-1.6%	-6.2%	-0.9%	-2.3%[46.1 µM]	-4.2%

Screening data from PubChem.

Not all compounds are listed; count on the stated rates, not on these rows.
